MEKK3 PB1 HTS: MEKK3-MEK5 PB1 interaction, increase or decrease; Q99759; bead-based flow cytometry, Alexa488-MEK5 binding to MEKK3; actives lie on both sides; 0 = blocked by unlabeled MEK5, 100 = vehicle; binding response (% of control), % at 10 µM; hit rate 1.4% among 290,000;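 active = binding response more than 3 SD above or below the average of its plate-row segment, actives on both sides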;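 also: Alexa488 bead fluorescence after subtracting the streptavidin-only scavenger bead signal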
Target sequence (Q99759 whole entry, looked up): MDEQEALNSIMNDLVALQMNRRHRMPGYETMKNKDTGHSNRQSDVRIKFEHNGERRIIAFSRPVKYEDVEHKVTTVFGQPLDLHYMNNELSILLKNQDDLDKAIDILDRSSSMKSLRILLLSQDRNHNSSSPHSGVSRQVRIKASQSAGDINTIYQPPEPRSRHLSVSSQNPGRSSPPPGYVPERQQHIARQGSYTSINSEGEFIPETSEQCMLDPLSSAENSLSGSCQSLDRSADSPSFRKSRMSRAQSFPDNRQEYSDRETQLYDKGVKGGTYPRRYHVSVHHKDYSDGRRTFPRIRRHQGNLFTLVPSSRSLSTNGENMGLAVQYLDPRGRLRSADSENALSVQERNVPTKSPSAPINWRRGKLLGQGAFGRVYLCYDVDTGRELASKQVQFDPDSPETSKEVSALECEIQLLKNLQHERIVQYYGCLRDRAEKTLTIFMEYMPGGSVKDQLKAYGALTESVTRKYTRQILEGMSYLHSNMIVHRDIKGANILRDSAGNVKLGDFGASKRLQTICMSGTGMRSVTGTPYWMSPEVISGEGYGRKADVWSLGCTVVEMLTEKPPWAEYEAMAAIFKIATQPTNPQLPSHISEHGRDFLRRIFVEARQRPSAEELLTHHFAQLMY
PHOSPHO1 inh: PHOSPHO1 (human) inhibition; recombinant PHOSPHO1, absorbance phosphatase assay; inhibition, % at 13.3 µM; Q8TCT1; hit rate 1.1% among 290,000; in the data active = inhibition above about 60%
CRFR2-BP antag: blocks CRF-induced signaling of the CRF-BP/CRF-R2 complex; AID 588475; inhibition, % at 11.8 µM; hit rate 0.59% among 350,000; HEK293 CRF-R2/CRF-BP, CRF-induced calcium fluorescence;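 active = inhibition of the ligand-induced calcium signal above about 50% at the single tested concentration, limit read from the data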
CRFBP-R2 agonist: CRF-BP/CRF-R2 complex agonism. activation, % at 13.2 µM. hit rate 0.46% among 350,000. HEK293 CRF-R2/CRF-BP, calcium dye fluorescence (FLIPR); percent of saturating CRF peptide response;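 active = activation of at least 50%, plus an integration ratio under a set limit after plate pattern correction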;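 also: plate controls were neutral control wells without compound for no effect and CRF at EC100 for full effect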
CHRM4 PAM: potentiates acetylcholine response at human M4 receptor; P08173; AID 624126; activation, % at 3 µM; CHO-K1 hM4/Gqi5, Fluo-8 calcium fluorescence, ACh EC20; 0% = ACh EC20, 100% = maximal ACh; hit rate 0.4% among 360,000;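 active = activation above its plate's cutoff, the mean activation of sample wells plus 3 SD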; also: some results filed as inactive read as strong as hits
Target sequence (P08173 whole entry, looked up): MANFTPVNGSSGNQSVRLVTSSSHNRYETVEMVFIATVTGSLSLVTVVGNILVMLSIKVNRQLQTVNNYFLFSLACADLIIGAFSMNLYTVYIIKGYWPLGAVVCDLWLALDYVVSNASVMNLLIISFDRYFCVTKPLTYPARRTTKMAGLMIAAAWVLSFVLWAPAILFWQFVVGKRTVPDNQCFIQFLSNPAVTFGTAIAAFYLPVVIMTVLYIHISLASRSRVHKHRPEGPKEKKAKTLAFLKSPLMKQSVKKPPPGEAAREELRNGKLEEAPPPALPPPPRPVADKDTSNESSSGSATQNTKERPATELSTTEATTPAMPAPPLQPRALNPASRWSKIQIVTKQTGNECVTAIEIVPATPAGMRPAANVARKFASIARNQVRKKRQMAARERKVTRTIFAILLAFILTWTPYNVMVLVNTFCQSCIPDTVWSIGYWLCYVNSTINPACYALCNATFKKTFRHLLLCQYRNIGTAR
IDE inh: inhibitors of human insulin-degrading enzyme in cells | P14735 | HEK cells, FAbetaB cleavage, fluorescence polarization | inhibition, % at 5.59 µM | hit rate 0.41% among 320,000;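 active = percent inhibition above the average of all tested compounds plus 3 SD, set per screening campaign, cut at about 16% in these data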;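 also: IDE supplied by intact live HEK cells; FP after avidin binding of uncleaved biotin substrate so inhibition keeps polarization high; 0% = DMSO wells and 100% = 60 µM reference IDE inhibitor Ii1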
IDE act: activators of human insulin-degrading enzyme in cells; hit rate 0.073% among 340,000; P14735; HEK cells, FAbeta-B cleavage, fluorescence polarization; 0% vehicle, 100% cell-free pure enzyme wells; activation, % at 5.96 µM;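 active = activation above the mean of all tested compounds plus 3 SD, set per screening campaign, cut at about 17% in these data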
p-CIP stab down: p/CIP protein destabilization. Q05BA5. F442A p/CIP-EGFP cells, EGFP fluorescence, 16 h. decrease of EGFP signal, % at 10 µM. hit rate 0.01% among 290,000. AID 1984;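 active = EGFP signal decrease of at least 30% at 10 µM or well 3 SD below plate mean, unless failing retest; inactive = the rest, including hits failing retest or dose response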; also: some compounds called inactive have numbers as strong as hits; many of its hits are not listed in these tables
GalR3 antagonist: blocks the human galanin receptor 3 | hit rate 0.44% among 360,000 | AID 651719 | HEK293 GalR3-CNG cAMP membrane potential fluorescence; galR3 body fused to GalR1 C-terminus | O60755 | inhibition, % at 3 µM;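 active = inhibition above the screen-wide average plus 3 SD, cut at about 13% in these data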;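 also: forskolin and galanin both at EC90 stimulate the cells; cAMP rise reported by CNG channel membrane potential dye signal; 0% = forskolin plus galanin with DMSO and 100% = forskolin alone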
* = called active by the depositor; x = no result given.

Values in the order: MEKK3 PB1 HTS | PHOSPHO1 inh | CRFR2-BP antag | CRFBP-R2 agonist | CHRM4 PAM | IDE inh | IDE act | p-CIP stab down | GalR3 antagonist
#1 Cc1cc(C)c(NC(=O)Cn2nc(-c3ccccc3)nc2-c2ccccc2)c(C)c1
    100.0 | -27.7 | -0.7 | -2.5 | -4.8 | -0.4 | 2.5 | -1.2 | -4.2
#2 CN(C)S(=O)(=O)c1ccc(NC(=O)CSc2n[nH]c(=O)n2C2CC2)cc1
    96.0 | 16.6 | -4.0 | 0.2 | -5.5 | -0.8 | 2.6 | -0.9 | -6.3
#3 Cc1ccccc1OCC(=O)NNC(=O)c1ccc(-c2ccccc2)cc1
    103.0 | -17.3 | -5.9 | -2.2 | 5.9 | -4.0 | -0.1 | 1.4 | -4.5
#4 CSc1ncc(Cl)c(C(=O)Nc2c(C)cccc2C)n1
    100.0 | 29.2 | 4.9 | -4.6 | 5.7 | 3.1 | -2.7 | 3.4 | -10.0
#5 COc1ccc(Cl)cc1N(C(=O)c1ccco1)C(C(=O)NC1CCCC1)c1ccncc1 (configuration not stated)
    103.0 | 0.4 | -0.5 | -0.5 | 5.1 | 1.6 | -1.8 | 4.3 | -12.3
#6 COC(=O)C1=C(C)N(CCc2ccc(OC)c(OC)c2)C(=O)/C1=C\c1ccc(O)cc1
    98.0 | -15.4 | 8.9 | -1.4 | -4.1 | -1.1 | 2.5 | 1.0 | -2.0
#7 COc1ccc(Cl)cc1NC(=O)/C=C/C(=O)O
    93.0 | 24.4 | -8.5 | -0.7 | 5.7 | 2.0 | 2.3 | -12.3 | -1.5
#8 O=C(N/N=C/c1ccc(O)cc1O)c1ccc(CN2C(=O)c3cccc4cccc2c34)cc1
    98.0 | -41.1 | 24.9 | 0.4 | -0.7 | 25.7* | -26.6 | 1.3 | -2.4
#9 COc1ccccc1C(=O)NC(CCSC)C(=O)NC1CC1 (configuration not stated)
    x | x | 10.0 | -1.3 | 8.0 | -5.0 | 2.0 | x | -4.1
#10 Fc1ccccc1CN1CCN(c2ncccn2)CC1
    97.0 | -2.7 | 17.0 | -2.7 | -1.5 | 1.5 | 6.9 | -1.4 | -10.8
#11 Cc1ccc(CSCC(N)C(=O)O)cc1 (configuration not stated)
    104.0 | -3.9 | x | x | x | 10.4 | x | -1.2 | -1.2
#12 CNC(=S)Nc1cccc(S(=O)(=O)NC2=NCCC2)c1
    96.0 | 21.1 | 3.6 | 2.3 | 1.3 | 0.9 | 0.2 | -5.4 | -1.1
#13 Cn1c(N)c(C(=O)CSc2nnc(C3CC3)n2N)c(=O)n(C)c1=O
    x | x | 6.0 | 0.6 | 6.8 | 3.1 | -0.4 | x | -4.8
#14 C/C(Cc1ccccc1)=N\NC(=O)CNC(=O)COc1cccc(C)c1
    100.0 | 20.3 | 3.0 | -2.4 | 0.6 | -6.9 | 1.6 | -5.6 | -5.3
#15 Cc1cc(OCc2nn[nH]n2)c2c(C)c(Cc3ccccc3)c(=O)oc2c1
    102.0 | -27.7 | 2.0 | -1.8 | 2.2 | -0.7 | 3.8 | -7.0 | -0.8
#16 Nc1c(N(CCC2=CCCCC2)C(=O)c2ccccc2F)c(=O)[nH]c(=O)n1Cc1ccccc1
    x | x | 6.8 | -1.1 | 7.0 | -1.9 | 5.0 | x | -5.1
#17 COc1ccc(NC(=O)/C=N/O)cc1
    100.0 | 19.2 | 17.7 | -3.4 | 5.6 | 4.7 | 7.0 | -6.9 | 0.0
#18 CC(CCc1ccco1)NC(=O)Cn1ncc2c1-c1ccccc1OC2 (configuration not stated)
    108.0 | 26.2 | -11.1 | -1.7 | 3.1 | 1.3 | 0.9 | 1.6 | 6.2
#19 Cc1ccc(-c2nnc(SCC(=O)N/N=C/c3ccc(C)s3)n2-c2ccccc2)cc1
    108.0 | 0.7 | -9.6 | -1.9 | -5.9 | 5.2 | -4.1 | 5.1 | -0.9
#20 CCOC(CNC(=O)c1cccn2c(=O)c3c(C)c(C)sc3nc12)OCC
    105.0 | 33.7 | -10.0 | 2.5 | 0.1 | -2.1 | -2.6 | 14.2 | -11.0
#21 O=C1c2ccccc2C(=O)N1c1nccs1
    x | x | -8.8 | 3.6 | 0.4 | x | 3.8 | x | -7.2
#22 COc1ccccc1C(=O)NCC(=O)N/N=C/c1cccc(Cl)c1
    99.0 | -17.9 | 26.9 | -6.2 | -6.0 | -4.1 | -0.8 | 7.7 | -6.0
#23 COc1cc(OC)cc(C(=O)NC(C)c2ccc(Br)cc2)c1 (configuration not stated)
    102.0 | 47.1 | 0.6 | -0.1 | 3.2 | -4.7 | 5.8 | -13.2 | -1.8
#24 CN(CC(=O)NCc1ccccc1)Cc1cccc(F)c1
    98.0 | 37.5 | 8.3 | -1.6 | 5.5 | x | -0.4 | -5.6 | -5.7
#25 O=C(O)C1CC(c2ccccc2F)=NO1 (configuration not stated)
    89.0 | 51.7 | 12.2 | -1.2 | 28.5 | -6.0 | 3.1 | -1.8 | -5.1
#26 O=C(Nc1nc2c(s1)CCCC2)c1cc2n(n1)C(C(F)(F)F)CC(C1CC1)N2 (configuration not stated)
    105.0 | 13.5 | 20.3 | -2.8 | 0.7 | 4.7 | 4.6 | -10.3 | -3.7
#27 Cc1cc(-n2nc(C)cc2C)n2nc(C)c(-c3ccccc3)c2n1
    101.0 | 21.0 | 23.4 | 2.0 | 3.0 | -3.3 | 12.2 | 1.4 | -5.2
#28 Cn1ccc(-c2ccccc2)c(C#N)c1=O
    100.0 | 34.1 | 4.2 | -1.7 | 4.0 | -0.3 | 7.9 | -6.3 | -3.7
#29 O=C(CN(Cc1ccco1)C(=O)Cn1nnc(-c2cccs2)n1)NCC1CCCO1 (configuration not stated)
    95.0 | 19.0 | 1.3 | 0.7 | -5.5 | 0.3 | -3.4 | 5.2 | -5.3
#30 COc1ccc(-c2csc(N3CCC(c4ccccc4)C3)n2)cc1 (configuration not stated)
    113.0 | -4.6 | -0.9 | -0.7 | -1.3 | -0.8 | 2.8 | -17.4 | -4.5
#31 CC(C)(C)N(Cc1ccccc1)C(=O)COC(=O)CCN1C(=O)C2CC=CCC2C1=O (configuration not stated)
    x | x | 8.3 | 0.1 | -0.6 | x | 3.9 | x | -3.2
#32 O=S(=O)(N1CCCCC1)n1c(Cc2ccccc2)nc2ccccc21
    93.0 | 0.1 | -2.0 | 0.3 | -0.7 | 3.8 | 0.6 | -22.1 | -6.6
#33 C#CCN1C(=O)C(O)(CC(=O)c2ccc3c(c2)OCCO3)c2ccccc21 (configuration not stated)
    114.0 | 0.7 | 0.7 | -0.5 | 2.7 | 3.4 | -1.4 | 1.5 | 1.9
#34 Cc1nnc(NC(=O)c2cc3n(n2)C(C(F)(F)F)CC(C2CC2)N3)s1 (configuration not stated)
    95.0 | 6.4 | 28.8 | 3.0 | 8.9 | -0.5 | 4.4 | -13.6 | 2.4
#35 O=C(NCC1CCCO1)c1cc(-c2ccc(F)cc2)no1 (configuration not stated)
    99.0 | 16.9 | 2.5 | 0.0 | 3.7 | -4.5 | -0.9 | -16.3 | 4.1
#36 CCOC(=O)Cc1nnc(NC(=O)COc2ccc(F)cc2)s1
    106.0 | -1.1 | -25.5 | -0.8 | 17.2 | 4.1 | 2.3 | -0.7 | -5.1
#37 Clc1ccc(-c2n[nH]c3c2CCC3)c(Cl)c1
    98.0 | -4.1 | -15.3 | -0.5 | 10.6 | 0.2 | -6.0 | -9.3 | 2.8
#38 Cc1cccc(C2=NN(c3ccccc3)[C@@H](C(=O)N3CCOC3=O)[C@@H]2c2ccc(Cl)cc2)c1
    x | x | -9.1 | 7.1 | -3.6 | x | 6.3 | x | -4.2
#39 CCN(Cc1ccccc1)S(=O)(=O)c1ccc(S(=O)(=O)N2CCN(CCC#N)CC2)cc1
    101.0 | -10.0 | 37.2 | 6.7 | 6.7 | 4.6 | 3.1 | 2.9 | -0.5
#40 CC(C)C[C@H]1CNC(=S)N1CC1CCN(CCCC2CCCCC2)CC1
    x | x | -16.0 | 0.2 | -15.0 | x | 1.9 | x | 2.0
#41 O=C(CN(Cc1ccco1)S(=O)(=O)c1cccs1)Nc1ccccc1C(F)(F)F
    99.0 | -8.0 | -1.1 | -1.6 | -0.3 | -2.3 | -1.7 | -13.4 | -0.1
#42 O=C(CC1C(=O)NCCN1Cc1ccccc1C(F)(F)F)NC1CCCCC1 (configuration not stated)
    99.0 | 43.9 | -7.0 | -1.1 | 2.6 | -1.6 | 10.7 | -5.1 | -9.6
#43 CCCCC(=O)C1=C(N2CCCC2)CC(C)(C)CC1=O
    112.0 | x | 1.4 | 1.1 | -1.6 | 3.0 | 3.9 | x | -0.8
#44 O=C(O)c1ccc(/C=C/c2nc3sc4c(c3c(=O)[nH]2)CCC4)cc1
    68.0 | -42.6 | 17.9 | 4.0 | -2.9 | 6.8 | -9.7 | 10.3 | -4.2
#45 CCOC(=O)C1(S(=O)(=O)c2ccc(Cl)cc2)CCN(Cc2ccc(Cl)cc2)CC1
    92.0 | 39.9 | 14.8 | 20.6 | -6.6 | 4.5 | 5.4 | -6.2 | -2.6
#46 CCOC(=O)c1c(C)[nH]c(C(=O)C(C)OC(=O)c2ccc(NC(=O)CC#N)cc2)c1C (configuration not stated)
    x | x | -5.5 | 2.0 | -1.9 | -0.8 | -6.1 | x | -2.5
#47 CCc1c(C(=O)NCCc2ccc(OC)c(OC)c2)[nH]c(C)c1C(C)=O
    97.0 | 14.0 | 12.6 | -0.4 | 1.6 | 5.5 | 5.5 | -5.1 | -2.8
#48 Cc1cc(N2CCN(C)CC2)nc2ccc(NC(=O)c3ccccc3F)cc12
    99.0 | 16.2 | -12.6 | -0.2 | 1.0 | 0.0 | -0.7 | 2.6 | -1.7
#49 Cc1ccccc1N(CC(=O)O)S(C)(=O)=O
    97.0 | -8.3 | 6.8 | -1.4 | -2.9 | 5.2 | 5.8 | 5.3 | 1.5
#50 COc1ccc(Cl)cc1NC(=S)Nc1cccc(C)c1
    98.0 | 29.2 | 4.1 | -1.1 | 2.4 | 2.9 | 5.8 | 9.4 | 0.5
#51 CCCNC(=O)C1CCN(S(=O)(=O)c2cccc3nonc23)CC1
    100.0 | -0.9 | 29.4 | -1.0 | 0.6 | -1.8 | 3.4 | -7.3 | 1.1
#52 Cn1c(CCNS(=O)(=O)c2ccccc2)nnc1SCc1cccnc1
    101.0 | 20.0 | 8.3 | -1.2 | -0.9 | 8.5 | 4.8 | 3.7 | -4.4
#53 C=CCNC(=O)c1sc(SC)cc1-c1ccc(Cl)cc1
    105.0 | -25.8 | 24.7 | -2.4 | 1.4 | -2.1 | 3.0 | -17.1 | -1.4

From no. 50 up to 53, as listed above:
Values in the order: MEKK3 PB1 HTS | PHOSPHO1 inh | CRFR2-BP antag | CRFBP-R2 agonist | CHRM4 PAM | IDE inh | IDE act | p-CIP stab down | GalR3 antagonist
#50 COc1ccc(Cl)cc1NC(=S)Nc1cccc(C)c1
    98.0 | 29.2 | 4.1 | -1.1 | 2.4 | 2.9 | 5.8 | 9.4 | 0.5
#51 CCCNC(=O)C1CCN(S(=O)(=O)c2cccc3nonc23)CC1
    100.0 | -0.9 | 29.4 | -1.0 | 0.6 | -1.8 | 3.4 | -7.3 | 1.1
#52 Cn1c(CCNS(=O)(=O)c2ccccc2)nnc1SCc1cccnc1
    101.0 | 20.0 | 8.3 | -1.2 | -0.9 | 8.5 | 4.8 | 3.7 | -4.4
#53 C=CCNC(=O)c1sc(SC)cc1-c1ccc(Cl)cc1
    105.0 | -25.8 | 24.7 | -2.4 | 1.4 | -2.1 | 3.0 | -17.1 | -1.4

Not a hit list. Share with any hit: about 4.2%.
